Compound activity as filed in PubChem BioAssay.
12-LOX inh – ALOX12 (human) lipoxygenase inhibition; 580,000 tested, 1.1% active; P18054; purified 12hLO, xylenol orange hydroperoxide absorbance; Potency, µM (series often up to 108 µM), for inactives: at the top dose activity change, negative = inhibition, usual class: inhibitors; AID 1671190; note: potency is the fitted concentration of half-maximal effect; % is set by controls: 0 for no effect and ±100 for the full control effect
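Purified human 12hLO (150 nM final) in 25 mM Hepes, 0.01% Triton X-100, pH 7.0 was preincubated 15 min at room temperature with compound. Then 40 uM arachidonic acid was added, 30 min. Hydroperoxide was read by Fe-XO absorbance ratio 573/405 nm.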
APEX1 inh – inhibitors of human APE1 endonuclease; P27695; recombinant APE1, TAMRA/BHQ-2 abasic DNA cleavage fluorescence; Potency, µM (top dose mostly 65.8 µM), for the others: at the top dose activity change, negative = inhibition, hits mostly inhibitors; 350,000 tested, 0.35% active; AID 2517;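 note: potency is the fitted concentration of half-maximal effect; plate controls were vehicle for no effect and reference inhibitor for full effect; nearly all actives have a fitted effect of over 55% in size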
Target sequence (P27695 whole entry, looked up): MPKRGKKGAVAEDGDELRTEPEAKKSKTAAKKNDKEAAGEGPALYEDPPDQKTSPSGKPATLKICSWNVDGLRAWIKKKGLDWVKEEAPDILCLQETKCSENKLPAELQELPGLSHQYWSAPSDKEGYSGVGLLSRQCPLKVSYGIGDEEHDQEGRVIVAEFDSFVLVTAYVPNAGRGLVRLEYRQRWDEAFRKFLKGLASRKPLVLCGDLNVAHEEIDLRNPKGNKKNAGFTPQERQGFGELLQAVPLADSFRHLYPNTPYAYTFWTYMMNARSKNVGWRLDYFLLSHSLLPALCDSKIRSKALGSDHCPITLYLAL
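Enzyme (0.75 nM final) and test compound are incubated 15 min at room temperature before adding 50 nM quenched THF abasic-site duplex. Cleavage dequenches TAMRA, followed at 525/598 nm over three reads one minute apart.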
Pol kappa inh – DNA polymerase kappa (human) inhibition; Q9UBT6; purified Pol kappa, fluorescent DNA synthesis assay, 10 min; Potency, µM (highest dose often 107 µM), inactives show at the highest dose activity, negative = inhibition, usual class: inhibitors; 400,000 tested, 0.53% active; AID 588579; note: potency is the fitted concentration of half-maximal effect; % is set by controls: 0 for no effect and ±100 for the full control effect
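Here, compound and 10 nM enzyme are combined for 15 min at room temperature; adding 50 nM substrate (final) starts DNA synthesis, tracked by fluorescence at 0 and 10 min against buffer-only wells.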
Apoferritin bind – binds horse apoferritin like a general anesthetic. P02791. apoferritin/1-aminoanthracene competitive binding, fluorescence. Potency, µM (series often up to 77.5 µM), without a hit: top-dose activity change, negative = displacement, most hits filed as inhibitors. 350,000 tested, 0.074% active; note: potency is the fitted concentration of half-maximal effect; % is set by controls: 0 for no effect and ±100 for the full control effect; nearly all actives have a fitted effect of over 20% in size
Target sequence (P02791 2-175 limits assumed): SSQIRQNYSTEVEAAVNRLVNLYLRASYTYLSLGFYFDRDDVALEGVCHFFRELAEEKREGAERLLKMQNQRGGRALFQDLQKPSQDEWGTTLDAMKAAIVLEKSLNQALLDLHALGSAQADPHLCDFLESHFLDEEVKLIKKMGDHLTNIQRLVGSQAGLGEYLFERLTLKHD
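10 uM apoferritin + 50% sat. 1-AMA, PBS; cpd 10 min RT; Ex380/Em535 endpoint; normalized to free probe vs complex; 4-param Hill fit; propofol titration as pos. ctrl.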
BLM inh – blocks DNA unwinding by human BLM helicase | P54132 | recombinant BLM DNA unwinding, fluorescence dequenching | Potency, µM (highest dose often 56.1 µM), without a hit: at the top dose activity change, negative = inhibition, most hits filed as inhibitors | 350,000 tested, 0.2% active;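 note: potency is the fitted concentration of half-maximal effect; plate controls were vehicle for no effect and no enzyme for full effect; nearly all actives have a fitted effect of over 35% in size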
Pol iota inh – inhibitors of human DNA polymerase iota; Pol iota fluorescent replication assay, 10 min; Potency, µM (doses to about 115 µM), inactives show top-dose activity, negative = inhibition, hits mostly inhibitors; 390,000 tested, 1% active; AID 588590; note: potency is the fitted concentration of half-maximal effect
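Pol iota at 10 nM preincubated 15 min with compounds at room temperature; reaction started with fluorescent substrate, 50 nM final. Fluorescence read kinetically at 0 and 10 min; buffer-only wells as negative control.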
POLB inh – DNA polymerase beta (human) inhibition; P06746; Pol beta primer extension/strand displacement, fluorescence kinetic; Potency, µM (highest dose often 114 µM), without a hit: at the top dose activity change, negative = inhibition, hits mostly inhibitors; 340,000 tested, 1.3% active; AID 485314; note: potency is the fitted concentration of half-maximal effect; % is set by controls: 0 for no effect and ±100 for the full control effect
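Kinetic readout of DNA synthesis with strand displacement by Pol beta. Compound and 10 nM enzyme sit 15 min at room temperature; 50 nM substrate starts the reaction, read immediately and at 10 min.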
ERG Ets-DNA blk – blocks human ERG Ets domain binding to DNA; P11308; fluorescence polarization, His-ERG Ets domain / labelled DNA; Potency, µM (highest dose often 76.9 µM), for inactives: at the top dose FP activity, negative = inhibition, actives largely listed as inhibitors; 370,000 tested, 0.028% active; AID 624246; active = well fitted inhibition curve with a large enough effect in the polarisation, with a control signal flat; inconclusive = small, poorly fitted or top-dose-only effect, or effect the other way, or a change in a side signal; inactive = no such curve, though single readings can be large or run the other way; the % refers to the polarisation;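 note: polarization taken with two DNA probes labelled with fluorescein and Texas red; potency is the fitted concentration of half-maximal effect; % of control where 0% means no effect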
Target sequence (P11308 whole entry, looked up, the tested form may be a part): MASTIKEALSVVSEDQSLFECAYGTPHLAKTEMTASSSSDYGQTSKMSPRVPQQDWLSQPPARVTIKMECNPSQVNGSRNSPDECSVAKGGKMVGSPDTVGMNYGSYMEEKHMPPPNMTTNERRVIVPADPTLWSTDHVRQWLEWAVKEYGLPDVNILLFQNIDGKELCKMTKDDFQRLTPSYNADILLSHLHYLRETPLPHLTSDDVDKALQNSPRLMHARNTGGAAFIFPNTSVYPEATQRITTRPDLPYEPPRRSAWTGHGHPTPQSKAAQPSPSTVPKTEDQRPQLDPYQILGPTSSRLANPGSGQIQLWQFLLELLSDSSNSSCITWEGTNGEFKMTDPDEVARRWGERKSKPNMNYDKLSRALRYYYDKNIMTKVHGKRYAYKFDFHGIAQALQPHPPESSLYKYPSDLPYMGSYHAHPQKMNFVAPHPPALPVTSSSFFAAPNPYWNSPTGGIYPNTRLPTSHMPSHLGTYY
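His-tagged ERG Ets domain (1 uM in the protein solution; 300mM KCl, 50mM Tris-HCl, 1mM EDTA, 1mM DTT, pH 7.5) received compound, then a probe mix of 5 nM fluorescein-DNA and 100nM Texas-615-DNA. Fluorescence polarization was read for both dyes.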
TRHR ag – activates the human TRH receptor; 360,000 tested, 0.18% active; activation, % at 2 µM; TRHR cells, calcium flux fluo-8, FDSS agonist mode; P34981; in the data active = activation above about 30%; note: 0% is about no effect
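Read-out: compound-evoked intracellular calcium rise in TRHR cells, fluo-8 dye, kinetic FDSS fluorescence at 1 s/cycle following a 10-cycle baseline. Cells cultured overnight before dye loading (30 min–1.5 h, RT).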
* hit, by the source's call; i = inactive; ? = inconclusive; . = no result given; & = joins results of further samples; [ ] = dose if it differs, or a comment. Unless noted, calls come from the whole dose curve; as a rule, active = well fitted curve in the direction sought with a large enough effect; inconclusive = small, poorly fitted or top-dose-only effect, or another doubt; inactive = no such curve, though single readings can be large; an effect the other way counts as inactive or inconclusive. A portion of the library; rates above refer to the full screens.

SMILES | 12-LOX inh | APEX1 inh | Pol kappa inh | Apoferritin bind | BLM inh | Pol iota inh | POLB inh | ERG Ets-DNA blk | TRHR ag
CCCN(CCC)C(=O)Cn1c(=O)n(CCCCC(=O)NCc2ccco2)c(=O)c2ccccc21 | -19% | -5% | -1% | 3% | 4% | 13% | 6% | 2% | -2.1
COc1ccc(CCNCc2ccc3c(c2)n(C)c(=O)n3C)cc1OC | -21% | . | -8% | 70%[activator] | -9% | 4% | 13% | 1% | -0.5
Cc1ccnn2c(-c3ccccc3)c3c(=O)n(C)c(=O)n(C)c3c12 | . | 15% | . | -14% | -2% | . | 23% | . | 0.4
CC1(C)OC2CC3C4CCC5=CC(=O)CCC5(C)C4(F)C(O)CC3(C)C2(C(=O)CO)O1 (stereo not given) | -15% | . | 7% | . | . | 16% | . | 5% | .
CCOc1ccc(NC(=O)CSc2ncc3c(n2)-c2ccc(Cl)cc2N(Cc2ccccc2)S3(=O)=O)cc1 | 0% | . | 8% | -3% | -2% | -17% | 11% | 1% | -0.1
COc1nc(N)nc(N)c1NS(=O)(=O)c1ccc(C)cc1 | -11% | 22% | 7% | -2% | -2% | 31%[activator] | 1% | -11% | -0.3
Cc1ccccc1NC(=O)c1sc2nc3c(c(-c4ccco4)c2c1N)CCC3 | 25% | 12% | -20% | 0% | -15% | ? | 16% | 6% | 1.3
Cn1cc(S(=O)(=O)N2CCCCCC2)cc1C(=O)N1CCN(c2cccc(Cl)c2)CC1 | -19% | . | -14%[60.1 µM] | 71%[activator] | -15% | 14% | 3% | -2% | -0.2
Cc1cc(S(=O)(=O)N2CCCC(N(C)CCc3ccccn3)C2)c(C)s1 (stereo not given) | ? | 18% | . | -9% | 1% | . | 20% | . | -0.9
COc1ccc(NC(=O)COC(=O)COc2cccc3c2OC(C)(C)C3)cc1 | -18%&10% | 7% | -8% | . | . | 15% | . | -4% | -0.1
CC(C)c1c(C(=O)N/N=C/c2c[nH]c3ccccc23)nnn1-c1nonc1N | -10% | -18% | -13% | -13% | -7% | -15% | 1% | -7% | 1.9
O=C(NCCc1c[nH]c2ccccc12)c1ccc2[nH]c(=O)c(=O)[nH]c2c1 | 0% | -5% | -2% | -7% | -8% | 140%[activator] | 2% | -1% | -0.5
Cn1c(=O)[nH]c(=O)c2c1ncn2CCCc1ccccc1 | 10% | 13% | -9% | -7% | -7% | 4% | ? | -4% | -0.2
Nc1ccc(S(=O)(=O)NC2(C(F)(F)F)NC(=O)N(c3ccc(F)cc3)C2=O)cc1 (stereo not given) | 5% | 43% | -6% | 0% | -5% | 23% | 16% | -2% | -0.4
CCOc1cc(C(=S)N2CCCC2)ccc1OCc1ccccc1 | 86%[activator] | 47%[activator] | -11% | -12% | -8% | 87%[activator] | 1% | 6% | -0.7
COc1ccc(C(CNC(=O)c2cccc(NS(=O)(=O)c3ccc(C)c(F)c3)c2)N2CCOCC2)cc1 (stereo not given) | ? | -1% | -8% | . | . | 14% | . | 4% | 0.8
COc1ccc(NC(=S)N2N=CCC2c2ccccc2)cc1 (stereo not given) | -8% | -1% | -5% | -19% | -2% | -5% | -1% | 8% | -0.6
Cc1c(Cl)cccc1NC(=S)N(Cc1ccco1)C(C)c1ccccn1 (stereo not given) | 25% | -2% | 3% | -19% | -6% | 7% | 23% | -3% | 0.3
Cc1nnc(SC(C)C(=O)Nc2ccc3ccccc3c2)n1C (stereo not given) | 1% | 10% | -9% | . | . | 10% | . | -6% | -0.3
COc1ccc(-c2csc(/C=C/c3ccc4c(c3)OCO4)n2)cc1OC | ? | 20% | -13% | -3% | -2% | 2% | -10% | -1% | 0.5
CCn1c(=O)c(C(=O)NC(C)C)c(O)c2ccccc21 | 3% | -3% | -1% | -11% | -1% | 38%[activator] | 2% | . | -0.6
COc1ccc(Nc2ncc(C#N)c(N)n2)c(OC)c1 | i | 15% | 1% | 5% | -1% | 97%[activator] | 23% | -5% | -0.8
CCn1c(CC(=O)Nc2ccccc2C)nnc1SCC(=O)NC1CCCC1 | 3% | 60%[activator] | -5% | -4% | -2% | 3% | ? | 11% | 0.0
Cc1cc(C)n2c(Nc3ccc4c(c3)OCCO4)c(-c3ccccc3)nc2n1 | ? | 6% | -8%&-7% | 32%&-18%[activator] | -7%&0% | -15%&-10% | 77%&19% | -3%&-2% | -0.6&-2.0
COc1ccc(CC(C)N2CCN(Cc3ccccc3)CC2)cc1OC (stereo not given) | . | -1% | -27% | -5% | -5% | 88%[activator] | 23% | -3% | 0.7

The list continues.
SMILES | 12-LOX inh | APEX1 inh | Pol kappa inh | Apoferritin bind | BLM inh | Pol iota inh | POLB inh | ERG Ets-DNA blk | TRHR ag
COc1ccc2cc(C(=O)c3ccccc3)c(=O)oc2c1 | ? | 28% | -2% | -14% | -1% | ? | ? | . | -1.4
COc1ccccc1NC(=O)N[C@@H](Cc1c[nH]c2ccccc12)C(=O)NN | 8% | 3% | -4% | -13% | 0% | 6% | 54% | -8% | -0.1
CCCCn1c(N)c(N(CC)C(=O)c2cccc(S(=O)(=O)N3CCCc4ccccc43)c2)c(=O)[nH]c1=O | -5% | 43% | -5% | . | . | -24% | . | 32%[activator] | 0.5
Cc1cc(C(=O)OCC(=O)NCc2ccc(F)cc2)c2ccccc2n1 | ? | 4% | -1% | . | . | -8% | . | -4% | -0.9
Cc1ccc2nc(N(Cc3cccnc3)C(=O)CCc3ccccc3)sc2c1 | 9% | . | -7%[60.1 µM] | 11% | -12% | 33%[activator] | -12% | 3% | 0.6
OC(CNCCc1ccc(Cl)cc1)COCc1ccco1 (stereo not given) | ? | 2% | -4% | 5% | -14% | 11% | -10% | 2% | 0.1
CCCc1cc(=O)oc2c3c(cc(OCC(=O)NCc4ccncc4)c12)OC(C)(C)CC3 | 20% | 18% | -3% | 3% | 1% | 13% | 0% | -11% | -0.5
COc1ccccc1N1CCN(S(=O)(=O)CCNC(=O)c2ccc(Br)o2)CC1 | 0% | 53% | -4% | 1% | 1% | ? | 0% | 1% | -0.2
CCOC(=O)Cn1c(=O)oc2cc(S(=O)(=O)N(C)Cc3ccccc3)ccc21 | -11% | 0% | 10% | 0% | 0% | 29% | 6% | -9% | 0.5
CC(=O)Nc1ccc(-n2c(CCC(=O)O)ccc2-c2ccc(C)cc2)cc1 | -26% | . | -7% | -1% | 0% | -20% | 40% | -9% | 0.6
CCOC(=O)c1cc(C)sc1NC(=S)Nc1ccccc1 | ? | 1% | 1% | -14% | -6% | 12% | -21% | 9% | -0.5
CC(=O)N1CCCc2cc(S(=O)(=O)N3CCCC(C)C3)ccc21 (stereo not given) | -5% | 17% | 3% | -9% | 1% | 16% | 14% | 14% | 0.2
CCOC(=O)c1sc(NC(=O)CCN2CCN(C)CC2)c(C(=O)OCC)c1C | -3% | 14% | -7% | -10% | 38%[activator] | 151%[activator] | 4% | -6% | 0.3
Cc1ccc(NC(=O)c2sccc2C)cc1S(=O)(=O)N(C)C | -16% | -4% | 0% | 3% | -3% | 8% | 36% | 0% | -1.8
Cc1oc(/N=C/c2c(O)ccc3ccccc23)c(C#N)c1C | . | 2% | . | 39%[activator] | -5% | . | -2% | . | 2.7
CS(=O)(=O)N(CC(=O)N1CCCC1)c1ccc2c(c1)OCCO2 | -14% | 6% | -4% | -7% | -2% | 4% | 0% | -1% | 1.4
O=C(O)C1[C@H]2C(=O)N(Cc3cccs3)C[C@]23C=C[C@H]1O3 (stereo not given in full) | 0% | 1% | 0% | -5% | 2% | 4% | ? | 6% | -0.2
Cc1ccc2[nH]cc(CCNS(=O)(=O)c3ccc(F)cc3)c2c1 | -21% | 0% | 5% | ? | -2% | 18% | 3% | -11% | -0.4
COCC(=O)Nc1cc(C(=O)NCC(C)C)ccc1Cl | -2% | 3% | 0% | -7% | 2% | -13% | 23% | . | 0.4
CCCNC(=O)CCC(=O)Nc1ncc(-c2ccc(C)cc2)n1C | -1% | 1% | 0% | -7% | 0% | -10% | 1% | -13% | 0.5
Cc1ccc(NC(=O)C2CCN(S(=O)(=O)c3cccc4nsnc34)CC2)cc1 | -22% | . | -24% | -15% | -1% | -18% | 3% | 0% | -0.7
O=C(Nc1cccc(F)c1)c1oc2ccccc2c1NC(=O)C12CC3CC(CC(C3)C1)C2 | -24% | . | -17% | 2% | -7% | 38%[activator] | -2% | 6% | 0.5
CC(=O)Cc1nsc(NC(=O)c2ccc(COc3ccccc3Cl)o2)n1 | 0% | 5%[12.4 µM] | 9% | -11% | 1% | 44%[activator] | 45% | 1% | 0.3
COC(=O)C1=C(C)N(CC2CC2)C(=NCc2cc(OC)c(OC)c(OC)c2)N[C@H]1c1ccccc1 | . | 5%&43% | 4% | -2%&-12% | 0%&4% | -12% | 17%&-18% | 14% | 0.2&0.8
COc1cc(OC)cc(C(=O)NCCCCNC(=O)c2cc(OC)cc(OC)c2)c1 | ? | . | -19% | . | . | 39%[activator] | . | -7% | .
CSCCC(NC(=O)c1cc(C)oc1C)C(=O)O (stereo not given) | ? | -2% | -4% | -6% | 1% | 14% | 14% | 0% | -1.0

One compound at a time (already shown):
`CSCCC(NC(=O)c1cc(C)oc1C)C(=O)O` (stereo not given) across the screens: 12-LOX inh = ?; APEX1 inh = -2%; Pol kappa inh = -4%; Apoferritin bind = -6%; BLM inh = 1%; Pol iota inh = 14%; POLB inh = 14%; ERG Ets-DNA blk = 0%; TRHR ag = -1.0
`Cc1ccc(NC(=O)C2CCN(S(=O)(=O)c3cccc4nsnc34)CC2)cc1` across the screens: 12-LOX inh = -22%; APEX1 inh = .; Pol kappa inh = -24%; Apoferritin bind = -15%; BLM inh = -1%; Pol iota inh = -18%; POLB inh = 3%; ERG Ets-DNA blk = 0%; TRHR ag = -0.7
